# Screening data as filed in PubChem BioAssay.
# OX1R antag-1: antagonists of human orexin 1 receptor (OX1R) | O43613 | OX1R-expressing cells, FRET antagonist read-out | inhibition, % at 6.6 µM | 330,000 tested, 1.8% active | AID 485270; in the data active = inhibition mostly above about 38%, no sharp cut-off; inactive = mostly below about 40%;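 also: 0% = agonist challenge alone and 100% = reference antagonist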
# Target sequence (O43613 whole entry, looked up): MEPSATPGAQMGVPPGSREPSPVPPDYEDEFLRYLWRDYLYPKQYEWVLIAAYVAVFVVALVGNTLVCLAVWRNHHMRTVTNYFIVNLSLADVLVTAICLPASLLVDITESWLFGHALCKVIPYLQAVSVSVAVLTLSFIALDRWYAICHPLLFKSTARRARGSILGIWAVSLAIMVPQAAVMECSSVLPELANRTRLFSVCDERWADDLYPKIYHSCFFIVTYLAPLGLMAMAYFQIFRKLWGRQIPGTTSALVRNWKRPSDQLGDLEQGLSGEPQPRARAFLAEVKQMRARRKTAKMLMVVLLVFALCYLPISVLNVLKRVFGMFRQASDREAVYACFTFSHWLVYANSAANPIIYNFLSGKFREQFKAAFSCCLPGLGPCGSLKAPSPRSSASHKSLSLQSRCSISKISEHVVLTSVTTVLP
# OX1R antag-2: human HCRTR1 antagonism. O43613. 330,000 tested, 0.43% active. inhibition, % at 5 µM. AID 434989. CHO/OX1R cells, Fluo-8 calcium fluorescence, orexin A;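 active = inhibition above its plate's threshold, mean inhibition of all tested compounds on the plate plus 3 SD, cut at about 37% in these data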;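 also: 0% = orexin A challenge wells and 100% = SB-334867-A antagonist wells; not every result past the cut was called active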
# * = called active by the depositor.
(1) CC(=O)c1ccccc1N(C(=O)c1ccco1)C(C(=O)NC1CCCC1)c1ccc(C)cc1 (centres undefined)
(2) O=C(Nc1ccc(F)cc1F)N1CCCN(c2ccc([N+](=O)[O-])cn2)CC1
(3) COc1ccc(NC(=O)Cn2ccc3c(OC)cccc3c2=O)cc1
(4) COc1ccc(N(CC(=O)Nc2cccc(C(C)=O)c2)S(C)(=O)=O)cc1OC
(5) CCCc1nc2oc3c(NCCN4CCOCC4)ncnc3c2c2c1CCCC2
(6) Cc1ccnc(NC(c2ccncc2)c2c(C)[nH]c3ccccc23)c1 (centres undefined)
assay / entry	1	2	3	4	5	6
OX1R antag-1	28	16	13	13	8	6
OX1R antag-2	-17	-15	-27	-28	-33	-2

(7) CC(C)Cn1c(-c2ccccc2)nc2ccccc2c1=O
(8) Cc1noc(C)c1CSCC(=O)N(C)CC(=O)Nc1ccccc1Br
(9) CC(=O)N1CCN(c2ccccc2NC(=O)c2ccc(-c3cccc([N+](=O)[O-])c3)o2)CC1
(10) CC(=O)Oc1ccc2occ(C(=O)c3ccccc3)c2c1
(11) O=C1c2ccccc2C(Nc2ccccc2)N1c1cccnc1 (centres undefined)
(12) CCN(CC)CCOc1ccc2nc(N(C)C)sc2c1
assay / entry	7	8	9	10	11	12
OX1R antag-1	13	8	5	24	6	-1
OX1R antag-2	-17	-19	-15	15	-26	10

(13) CC1CC1C(=O)OCC(=O)NC(=O)NC12CC3CC(CC(C3)C1)C2 (centres undefined)
(14) CCc1ccc(/C=C2/C(=O)NC(=O)N2C(C)=O)cc1
(15) COc1ccccc1NC(=O)CCSCCC(=O)Nc1ccccc1OC
(16) CCC1SC(=NC(=O)c2ccc(Cl)c(Cl)c2)NC1=O (centres undefined)
(17) O=C(NC1CCCCC1)C1CCN(C(=O)c2ccc(Cl)cc2)CC1
(18) C#Cc1ccc([C@@H]2C=C(C(=O)O)O[C@H](OCC)[C@H]2CCCO)cc1
assay / entry	13	14	15	16	17	18
OX1R antag-1	11	1	6	14	16	32
OX1R antag-2	-25	-8	-24	-6	-19	-14

(19) C[C@H]1CN([C@@H](C)CO)C(=O)Cc2cc(NS(C)(=O)=O)ccc2O[C@@H]1CN(C)Cc1ccc(Cl)c(Cl)c1
(20) CCN1CCN(S(=O)(=O)c2cc3c(cc2Cl)NC(=O)CO3)CC1
(21) CSc1oc(-c2ccco2)nc1S(=O)(=O)c1ccc(C)cc1
(22) CCOC(=O)C(C(=O)c1ccccc1)C1CC(C)NC(=S)N1 (centres undefined)
(23) COc1ccc(CC(=O)Nc2c3c(nn2-c2ccccc2C)CS(=O)C3)cc1 (centres undefined)
(24) CN(Cc1nc2ccccc2c(=O)[nH]1)C(=O)c1cccc(S(=O)(=O)N2CCc3ccccc32)c1
assay / entry	19	20	21	22	23	24
OX1R antag-1	4	2	16	24	16	15
OX1R antag-2	-20	-5	-21	-19	-18	-10

(25) CCS(=O)(=O)N1CCN(C(C)CCc2ccccc2)CC1 (centres undefined)
(26) CN(C)S(=O)(=O)c1cccc(NC(=S)NC(=O)C2CCCCC2)c1
(27) O=C(NCc1ccccc1F)C12CC3CC(CC(C3)C1)C2
(28) COc1ccc(/C=C/c2nc(N)nc(-c3ccccc3O)n2)cc1
(29) O=C(N/N=C\C1CC=CCC1)c1ccc(Br)o1 (centres undefined)
(30) CN(C)c1ccc(N2CN=C3SCC(=O)N3C2)cc1
assay / entry	25	26	27	28	29	30
OX1R antag-1	7	10	-1	78	7	15
OX1R antag-2	-18	-40	-19	23	-1	-19

(31) COc1ccc(S(=O)(=O)Nc2ccc(F)cc2)cc1N(C)S(=O)(=O)c1ccc(Cl)cc1
(32) O=C(Nc1ccc2oc(-c3ccc4ccccc4c3)nc2c1)c1ccc2c(c1)OCCO2
(33) COC(=O)C(CC(=O)c1ccc(Br)cc1)n1nc(C)cc1C (centres undefined)
(34) C=CCNC(N)=S
(35) Cc1cc(C)c(C#N)c(N2CCCC2)n1
(36) CCOc1ccc(NC(=O)Cn2cc(C(=O)C3CC3)c3ccccc32)cc1
assay / entry	31	32	33	34	35	36
OX1R antag-1	22	4	17	5	6	27
OX1R antag-2	-17	-6	-24	5	-8	-18

(37) Cc1nn(-c2nnc(NCc3ccccc3)nn2)c(C)c1Br
(38) Cn1c(CSc2nc3ccccc3s2)nnc1SCC(=O)NCCN1CCOCC1
(39) O=C(NNC(=O)c1cc(-c2ccccc2)nn1-c1ccccc1)c1ccccc1
(40) O=C(NC1CC1)C(Cl)c1ccccc1 (centres undefined)
(41) CCn1c2ccccc2c2nnc(NN)nc21
(42) N#Cc1c(N)nc2c3c(sc(=N)c2c1N)NC(=O)CC3c1ccccc1Cl (centres undefined)
assay / entry	37	38	39	40	41	42
OX1R antag-1	51	4	27	13	60	10
OX1R antag-2	-27	-9	-16	-21	0	3

(43) O=C(NCC(c1ccco1)N1CCc2ccccc21)C(=O)Nc1ccccc1 (centres undefined)
(44) CC(=O)NNC(=O)c1cc2c3ccccc3n(C)c2s1
(45) Cc1cc(C)nc(NC(=O)c2cnc3sccn3c2=O)n1
(46) CCCNC(=O)c1onc(CSc2ccccn2)c1C(=O)NCCC
(47) Cc1cccc(OCCNc2nc3c(c(=O)n(C)c(=O)n3C)n2C)c1
(48) O=C(Cc1cccs1)N(Cc1ccco1)C1(C(=O)NC2CCCCC2)CCCCC1
assay / entry	43	44	45	46	47	48
OX1R antag-1	18	36	7	9	4	15
OX1R antag-2	-32	1	-7	-18	-20	-32

(49) COc1cc([N+](=O)[O-])cc(/C=N/NC(=O)C(O)(c2ccccc2)c2ccccc2)c1O
(50) COc1ccccc1NC(=O)c1c[nH]c2ccccc12
(51) CCC(C)Sc1ccc([C@H]2N[C@@](Cc3ccccc3)(C(=O)OC)[C@H]3C(=O)N(CC)C(=O)[C@@H]23)cc1 (some centres undefined)
(52) COc1ccc(S(=O)(=O)N2CCC(O)(c3cccnc3)CC2)cc1OC
(53) O=C(C1=NN[C@@H]2C(=O)N(c3cccc(F)c3)C(=O)[C@H]12)C(c1ccccc1)c1ccccc1
(54) CC1=CC2=NCC(O)CN2C=C1 (centres undefined)
assay / entry	49	50	51	52	53	54
OX1R antag-1	45	16	4	19	34	12
OX1R antag-2	-18	-19	-53	-18	1	-13

(55) CSc1ccc(/C=N/NC(=O)c2sccc2C)cc1
(56) CCC1(c2ccc(F)cc2)NC(=O)N(CC(=O)Nc2ccc(-c3nc4ccc(C)cc4s3)cc2)C1=O (centres undefined)
(57) COc1ccccc1NC(=O)COC(=O)C1CCN(/C=C/C(=O)C(F)(F)F)CC1
(58) CCCCn1c(SCC(=O)NCc2ccco2)nnc1-c1ccco1
(59) CC1CN(S(=O)(=O)c2ccc(C(=O)Nc3nnc(-c4ccco4)o3)cc2)CC(C)O1 (centres undefined)
(60) O=C(COc1ccc(-c2nnco2)cc1)Nc1ccc(C(F)(F)F)cc1
assay / entry	55	56	57	58	59	60
OX1R antag-1	23	2	8	3	10	5
OX1R antag-2	-10	6	-17	-24	-10	-10

(61) Cc1cc2nc3c(c(C(F)(F)F)n2n1)CCCC3
(62) Oc1ccc2ccccc2c1Br
(63) COc1ccc(C)cc1S(=O)(=O)NCC(c1ccc2c(c1)OCO2)N1CCOCC1 (centres undefined)
(64) Cc1c(C(=O)Nc2ccc3c(c2)OCO3)sc2nc(-c3ccccc3)cn12
(65) Cc1ncc([N+](=O)[O-])n1CC(O)CCl (centres undefined)
(66) Cn1cnnc1SCc1ccccc1
assay / entry	61	62	63	64	65	66
OX1R antag-1	10	5	11	40	18	5
OX1R antag-2	-4	-6	-9	-31	-4	-19

# Quoted from above, nos. 1 to 16
(1) CC(=O)c1ccccc1N(C(=O)c1ccco1)C(C(=O)NC1CCCC1)c1ccc(C)cc1 (centres undefined)
(2) O=C(Nc1ccc(F)cc1F)N1CCCN(c2ccc([N+](=O)[O-])cn2)CC1
(3) COc1ccc(NC(=O)Cn2ccc3c(OC)cccc3c2=O)cc1
(4) COc1ccc(N(CC(=O)Nc2cccc(C(C)=O)c2)S(C)(=O)=O)cc1OC
(5) CCCc1nc2oc3c(NCCN4CCOCC4)ncnc3c2c2c1CCCC2
(6) Cc1ccnc(NC(c2ccncc2)c2c(C)[nH]c3ccccc23)c1 (centres undefined)
(7) CC(C)Cn1c(-c2ccccc2)nc2ccccc2c1=O
(8) Cc1noc(C)c1CSCC(=O)N(C)CC(=O)Nc1ccccc1Br
assay / entry	1	2	3	4	5	6	7	8
OX1R antag-1	28	16	13	13	8	6	13	8
OX1R antag-2	-17	-15	-27	-28	-33	-2	-17	-19

(9) CC(=O)N1CCN(c2ccccc2NC(=O)c2ccc(-c3cccc([N+](=O)[O-])c3)o2)CC1
(10) CC(=O)Oc1ccc2occ(C(=O)c3ccccc3)c2c1
(11) O=C1c2ccccc2C(Nc2ccccc2)N1c1cccnc1 (centres undefined)
(12) CCN(CC)CCOc1ccc2nc(N(C)C)sc2c1
(13) CC1CC1C(=O)OCC(=O)NC(=O)NC12CC3CC(CC(C3)C1)C2 (centres undefined)
(14) CCc1ccc(/C=C2/C(=O)NC(=O)N2C(C)=O)cc1
(15) COc1ccccc1NC(=O)CCSCCC(=O)Nc1ccccc1OC
(16) CCC1SC(=NC(=O)c2ccc(Cl)c(Cl)c2)NC1=O (centres undefined)
assay / entry	9	10	11	12	13	14	15	16
OX1R antag-1	5	24	6	-1	11	1	6	14
OX1R antag-2	-15	15	-26	10	-25	-8	-24	-6

# Further entries:
(67) Nc1cccc(-c2cnc3ccccc3n2)c1
(68) CCCCC(=O)NS(=O)(=O)c1ccc(NS(C)(=O)=O)cc1
(69) Cc1ccc(C2CC2c2n[nH]c(=S)n2-c2cccc(Cl)c2)cc1 (centres undefined)
(70) NNc1nc(-c2ccccc2)c2cc(Cl)ccc2n1
(71) COc1ccc(-n2c(SCC(=O)Nc3ccc4c(c3)OCO4)nc3ccccc3c2=O)cc1
(72) Cc1ccc(C)c(N(CC(=O)N2CCc3ccccc3C2)S(C)(=O)=O)c1
assay / entry	67	68	69	70	71	72
OX1R antag-1	19	4	4	19	31	7
OX1R antag-2	-10	-1	-47	-30	0	-29

(73) Cc1ccc(CNC(=O)Nc2ccc(Cl)cc2)cc1
(74) COC(=O)Cc1[nH]n(-c2nc3ccccc3s2)c(=O)c1C(C)=O
(75) CC(=O)N1CCN(CC(O)COc2ccc(S(=O)(=O)N3CCOCC3)cc2)CC1 (centres undefined)
(76) Cc1cc(C(F)(F)F)nc(SCCN2CCCCC2)c1C#N
(77) CCSc1nc2ccccc2n1Cc1ccccc1F
(78) CCC(=O)NC(c1ccc(C)cc1)c1ccc2cccnc2c1O (centres undefined)
assay / entry	73	74	75	76	77	78
OX1R antag-1	4	-5	3	9	8	15
OX1R antag-2	-7	3	-5	-10	-33	-14

(79) CC(C)(C)C(=O)Nc1cc(NC(=O)C(C)(C)C)cc(C(=O)NNC(=O)c2ccncc2)c1
(80) CC[n+]1ccccc1/C=C1\Sc2ccc(C)cc2N1C
(81) CC(C)(C)c1ccc(C(=O)NCc2nnc(SCC(=O)NCC3CCCO3)o2)cc1 (centres undefined)
(82) COc1cc(CSc2nnnn2-c2ccc(C)cc2)cc(OC)c1OC
(83) CC(NC(=O)C(c1ccccc1)c1ccccc1)c1ccccc1 (centres undefined)
(84) COc1cc(S(=O)(=O)N2CCOCC2)ccc1NC(=O)COc1ccc(N(C)S(=O)(=O)c2ccc(C)cc2)cc1
assay / entry	79	80	81	82	83	84
OX1R antag-1	-9	18	32	29	15	11
OX1R antag-2	-14	-11	-1	33	-35	-20

(85) COc1ccccc1CNC(=O)C1CC(c2ccc([N+](=O)[O-])cc2)=NO1 (centres undefined)
(86) CN(C)S(=O)(=O)c1ccc(Cl)c(NC(=O)CN2CCC(Cc3ccccc3)CC2)c1
(87) COc1ccc(NC(=O)N(C)C[C@H]2Oc3ccc(NC(=O)NC(C)C)cc3C(=O)N([C@H](C)CO)C[C@@H]2C)cc1
(88) Cc1ccc(S(=O)(=O)N2CCN(C(=O)COC(=O)c3c(C)cc(C)cc3C)CC2)c(C)c1
(89) CC(C)C(O)C1CCN(Cc2nc(-c3cccs3)no2)CC1 (centres undefined)
(90) C[C@]12CCC(=O)C=C1[C@H](O)C[C@@H]1[C@@H]2[C@@H](O)C[C@@]2(C)[C@H]1CC[C@]2(O)C(=O)CO
assay / entry	85	86	87	88	89	90
OX1R antag-1	35	9	17	3	12	19
OX1R antag-2	-9	13	6	-27	-3	6

(91) COc1ccc(Cl)cc1NCC(=O)Nc1ccc(OC)c(S(=O)(=O)N2CCCCC2)c1
(92) COc1cc(C(=O)NCCOc2cccc3cccnc23)cc(OC)c1OC
(93) C=CCN1C(=O)C(CC(=O)Nc2ccccc2)SC1=Nc1c(C)n(C)n(-c2ccccc2)c1=O (centres undefined)
(94) COc1ccc(-c2[nH]c(-c3ccc(C)cc3)nc2SCC(=O)Nc2nccs2)cc1
(95) CSc1cccc(NCc2ccc([N+](=O)[O-])cc2)c1
(96) Cn1nc(C(C)(C)C)cc1C(=O)Sc1cccc(Br)c1
(97) CC(C)C(c1nnnn1Cc1ccc(F)cc1)N1CCN(c2ccc(O)cc2)CC1 (centres undefined)
assay / entry	91	92	93	94	95	96	97
OX1R antag-1	8	18	31	12	9	-3	10
OX1R antag-2	5	-18	-10	-6	9	-17	-20

# 3 compounds out of the list above, sorted by the number in OX1R antag-1, falling.
item	Molecule	OX1R antag-1
93	C=CCN1C(=O)C(CC(=O)Nc2ccccc2)SC1=Nc1c(C)n(C)n(-c2ccccc2)c1=O (centres undefined)	31
92	COc1cc(C(=O)NCCOc2cccc3cccnc23)cc(OC)c1OC	18
91	COc1ccc(Cl)cc1NCC(=O)Nc1ccc(OC)c(S(=O)(=O)N2CCCCC2)c1	8

# Not a hit list; overall some 2.1% were active at least once.
